Screens: PubChem, several laboratories
FadD28 binding – inhibitors of Mycobacterium tuberculosis FadD28 bisubstrate binding; FadD28 bisubstrate probe binding, fluorescence polarization; inhibition, % at 12.5 µM; hit rate 0.22% among 360,000; AID 588549; in the data active = inhibition above about 8.5%, passing the limit was not always enough; inconclusive = no clear call, values can overlap the other calls
PrPC TRFRET – inhibitors of human cell surface prion protein PrPC. P04156. TR-FRET read-out. inhibition, % at 13.8 µM. hit rate 0.43% among 370,000; in the data active = inhibition above about 24%; also: 0% = median of the test wells and 100% = reference compound wells
MazF activator – increases E. coli MazEF RNase cleavage of RNA; P0AE70; FAM/BHQ RNA-DNA oligo cleavage fluorescence, 5 h; activation, % at 20 µM; hit rate 0.32% among 350,000; AID 504720; in the data active = activation above about 50%
Target sequence (P0AE70 whole entry, looked up): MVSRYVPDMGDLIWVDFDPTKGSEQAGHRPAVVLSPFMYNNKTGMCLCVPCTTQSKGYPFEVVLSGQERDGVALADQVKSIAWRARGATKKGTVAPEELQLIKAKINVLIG
Rv3671c inh – inhibitors of M. tuberculosis serine protease Rv3671c | inhibition, % at 5.96 µM | AID 2606 | hit rate 0.048% among 320,000 | P9WHR9; in the data active = inhibition above about 38%;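 also: extracellular domain of Rv3671c used as enzyme; 0% = enzyme with DMSO and 100% = no enzyme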
Target sequence (P9WHR9 whole entry, looked up, the tested form may be a part): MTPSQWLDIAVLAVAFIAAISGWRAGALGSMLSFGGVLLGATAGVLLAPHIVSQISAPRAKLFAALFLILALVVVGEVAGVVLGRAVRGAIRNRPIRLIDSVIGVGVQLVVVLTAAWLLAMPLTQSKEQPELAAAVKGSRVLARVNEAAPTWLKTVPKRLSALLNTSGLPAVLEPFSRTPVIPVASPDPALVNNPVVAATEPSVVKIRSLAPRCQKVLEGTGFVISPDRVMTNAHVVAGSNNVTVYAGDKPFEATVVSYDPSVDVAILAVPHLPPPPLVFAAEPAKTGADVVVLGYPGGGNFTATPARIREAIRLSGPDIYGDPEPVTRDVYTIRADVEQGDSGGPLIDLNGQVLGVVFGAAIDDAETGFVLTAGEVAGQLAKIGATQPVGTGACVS
BoNT F protease – inhibitors of Botulinum neurotoxin F light chain protease. Multiplex microsphere protease cleavage assay, flow cytometry. inhibition, % at 10 µM. hit rate 0.22% among 360,000; in the data active = inhibition above about 35%, passing the limit was not always enough; inconclusive = no clear call, values can overlap the other calls; also: plate controls were buffer without enzyme for full effect and enzyme alone for no effect
UGM FP inh – Mtb UDP-galactopyranose mutase inhibition | P9WIQ1 | hit rate 0.06% among 320,000 | inhibition, % at 10 µM | purified UGM, fluorescence polarization probe displacement | AID 504406; in the data active = inhibition above about 10%, passing the limit was not always enough; inconclusive = no clear call, values can overlap the other calls
GDH-TPI inh – GDH-TPI coupled enzyme inhibition counter-screen; GDH-TPI coupled enzyme counterscreen, NADH absorbance; inhibition, % at 4.8 µM; hit rate 1.2% among 360,000; AID 588335; in the data active = inhibition above about 30%;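 also: 0% = DMSO wells and 100% = wells lacking the enzyme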
Mtb BioA inh – inhibitors of Mycobacterium tuberculosis BioA enzyme; purified M. tuberculosis BioA enzyme, plate reader; inhibition, % at 9.99 µM; hit rate 0.096% among 360,000; AID 602481; in the data active = inhibition above about 40%; inconclusive = no clear call, values can overlap the other calls
FBA Mtb inh – inhibits M. tuberculosis FBA enzyme. P9WQA3. purified M. tuberculosis FBA, fluorescence read-out. inhibition, % at 1 µM. hit rate 2.3% among 360,000; in the data active = inhibition above about 27%;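 also: 0% = vehicle and 100% = reference inhibitor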
Target sequence (P9WQA3 whole entry, looked up): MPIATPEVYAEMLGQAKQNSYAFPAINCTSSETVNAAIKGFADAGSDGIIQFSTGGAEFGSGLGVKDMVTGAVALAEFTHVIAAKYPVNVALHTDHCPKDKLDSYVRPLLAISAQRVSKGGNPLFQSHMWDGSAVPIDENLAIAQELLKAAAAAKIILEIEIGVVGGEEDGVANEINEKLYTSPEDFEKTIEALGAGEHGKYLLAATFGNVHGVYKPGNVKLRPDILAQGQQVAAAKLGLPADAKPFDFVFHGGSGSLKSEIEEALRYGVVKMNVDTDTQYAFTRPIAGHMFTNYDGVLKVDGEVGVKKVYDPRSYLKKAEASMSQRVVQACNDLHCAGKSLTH
Numbers without * were called inactive; u = inconclusive; x = no result given; & = joins results of further samples.

SMILES	FadD28 binding	PrPC TRFRET	MazF activator	Rv3671c inh	BoNT F protease	UGM FP inh	GDH-TPI inh	Mtb BioA inh	FBA Mtb inh
CC(C)C[C@H]1CN=C(Nc2ccccc2)N1CC1CCC1	-1.1	-4	3	-10	-8	0.6	-1	0.8	2
COc1ccc(S(=O)(=O)N2CCN(C(=O)NC3CCCCC3)CC2)cc1	-0.1	2	7	-3	-3	1.5	-2	x	-1
O=C(Nc1ncc(Cl)cn1)c1cccs1	-0.7	0	2	-2	-4	5.3	5	-1.6	0
O=C(O)c1ccccc1C(=O)NNC(=O)C(c1ccccc1)c1ccccc1	-1.5	5	-2	-1	-2	-0.3	3	-2.2	-1
Cc1cc(C(=O)CSc2ncn[nH]2)c(C)n1-c1cccc(S(=O)(=O)N2CCOCC2)c1	-4.1	2	-4	-10	-2	0.2	0	x	1
CCOc1ccc(NC(=S)Nc2ccc(Br)cc2Cl)cc1	-1.9	10	10	5	-6	-1.0	-2	x	-3
COc1ccccc1-n1c(C)cc(/C=C2\C(=N)N3N=C(CC(=O)N4CCOCC4)SC3=NC2=O)c1C	-3.4	-4	7	-3	6	-0.2	14	-0.3	1
CC(C)Oc1ccccc1C(=O)NC(CO)C(=O)O (stereo not given)	-0.6	3	3	1	-6	-1.1	-2	x	1
COC(=O)c1cccc(C23CC4(C2)[C@H](CN(Cc2cccnc2)[C@@H]4c2ccccc2)C3c2ccccc2)c1 (stereo not given in full)	-3.7	3	-30	1	-7	3.5	6	-3.9	5
Cn1c(=O)c2c(O)cc(=O)[nH]c2n(-c2ccccc2)c1=O	-5.0	2	2	0	-7	1.1	-12	-0.7	-2
C=CCOc1c(Br)cc(CNc2ccc(NC(=O)C(C)C)cc2)cc1OCC	0.0	1	-5	-12	10	-1.6	-3	-2.9	0
Cc1ccccc1-n1nnnc1SCC(=O)NCC1CCCO1 (stereo not given)	0.9	6	8	-1	-3	0.3	-1	x	3
COc1ccccc1NS(=O)(=O)c1cccc2nsnc12	-4.6	-12	3	1	-5	0.6	-8	x	0
Cc1cc(C)n2nc(C(=O)N/N=C/c3ccc(Cl)cc3)nc2n1	-1.3	-3	10	4	-2	2.1	8	x	3
Cc1nc2ccccc2n1CCC(=O)O	-2.0	-2	-4	1	-10	0.3	3	0.3	-2
COc1ccc(C(=O)N2CCc3cc(OC)c(OC)cc3C2c2cccc([N+](=O)[O-])c2)cc1OC (stereo not given)	-1.5	-4	1	0	-7	-1.6	1	x	4
Cc1cccc(N=C2NN=C(c3c[nH]c4ccccc34)CS2)c1	-5.5	-1	9	10	-4	0.9	5	x	-2
CCC(C)c1ccccc1OCCCNC1CCCC1 (stereo not given)	-1.4	7	24	-14	10	0.7	6	-1.1	-1
CCOC(=O)N1CCN(C(=O)Nc2cccc(Cl)c2)CC1	-2.3	-7	3	6	4	0.9	0	3.2	1
Cc1cc(C(=O)Nc2ccncc2)ccc1[N+](=O)[O-]	-0.9	-18	5	1	-2	2.0	-3	0.8	-1
CCn1cc(C(=O)N(CCC(C)C)c2c(N)n(Cc3ccccc3)c(=O)[nH]c2=O)c(=O)c2ccc(C)nc21	-1.0	1	4	-3	-3	4.2	13	-1.4	-1
CCc1ccc(NC(=O)c2cc(CC(C)C)on2)cc1	-0.3	-1	6	11	-2	-5.8	-7	-1.5	1
N#Cc1nc(-c2ccccc2Cl)oc1N1CCN(C(=O)c2ccco2)CC1	-0.9	5	7	-5	-4	-1.4	10	-0.7	5
O=C(Cc1cccs1)Nc1ccc(-c2nc3ccccc3[nH]2)cc1	-4.0	4	5	-8	4	1.9	11	-1.7	4
CCCn1c(SCC(=O)Nc2cc(Cl)ccc2OC)nc(O)cc1=O	-4.6	1	-12	-51	0	1.4	12	-0.9	2
COc1ccccc1NC(=O)NNC(=O)c1ccc(-c2ccccc2)cc1	0.7	2	-2	-3	-6	1.5	5	2.3	4
O=C(CSc1nc2ccsc2c(=O)n1CC1CCC(C(=O)O)CC1)NCCc1ccc(Cl)cc1 (stereo not given)	-4.8	2	6	-15	-3	-0.7	-3	-0.3	-1
COc1ccc(S(=O)(=O)N2CCN(C(=O)c3cc(-c4ccccc4OC)n[nH]3)CC2)cc1	-6.6	-1	0	-5	5	-3.9	-8	0.5	0
C=CCn1c(CNS(=O)(=O)c2ccc(Br)cc2)n[nH]c1=S	-2.0	-10	3	2	-4	-0.6	1	0.0	3
Cn1c(=O)oc2cc(S(=O)(=O)N3CCCC(C(=O)NCc4cccs4)C3)ccc21 (stereo not given)	0.1	-5	-10	5	-5	0.6	16	-3.6	5
COc1ccc(NC(=S)NC(NC(=O)c2cccc(C)c2)C(Cl)(Cl)Cl)c([N+](=O)[O-])c1 (stereo not given)	-2.8	-14	11	-9	-23	-0.5	-12	-0.6	-17
CC1CCCN(CC(O)CN)C1 (stereo not given)	-3.3	-6	3	0	-41	3.5	-11	x	-1
CC1=NN(c2ccccc2)C(=O)/C1=C\c1ccc(Br)s1	-2.7	6	6	-31	-5	-0.2	5	x	-2
C#CCOCCOCCOCCNc1nc(N2CCN(C(=O)[C@H](CCCCN)n3cc([C@@H](N)[C@H](C)CC)nn3)CC2)nc(N2CCN(C(=O)[C@H](CCCCN)n3cc([C@@H](N)CC(N)=O)nn3)CC2)n1	-1.1	-4	2	2	-10	-0.7	2	0.0	0
N#CC1=C(N)OC(c2ccccc2)=C(C#N)C1c1ccc2c(c1)OCO2 (stereo not given)	-13	4	4	-9	0	-0.6	11	-3.2	-2
O=C(CCc1nnc2ccc(NCc3ccccc3Cl)nn12)NC1CCCCC1	0.2	7	-25	-6	-4	3.1	16	-2.4	9
COc1ccc(C2C(C(=O)O)CC(=O)N2C2CCCCC2)cc1 (stereo not given)	-2.7	x	2	-1	2	-1.8	-7	0.6	-4
C=C(C)[C@@H]1CC[C@]2(C(=O)O)CC[C@]3(C)[C@H](CC[C@@H]4[C@@]5(C)CC[C@H](O)C(C)(C)[C@@H]5CC[C@]43C)[C@@H]12	-3.0	-6	-52	-1	-6	1.1	3	0.5	-2
C=CCN1C(=O)CSC1=Nc1ccc(C(=O)O)cc1	-2.8	-10	10	1	u	0.2	-2	0.0	0
CC(C)(C)Nc1ncnc2c1cnn2-c1ccccc1	-2.6	0	6	-3	-9	0.6	3	0.4	0

4 consecutive entries from above, quoted:
SMILES	FadD28 binding	PrPC TRFRET	MazF activator	Rv3671c inh	BoNT F protease	UGM FP inh	GDH-TPI inh	Mtb BioA inh	FBA Mtb inh
COc1ccc(C2C(C(=O)O)CC(=O)N2C2CCCCC2)cc1 (stereo not given)	-2.7	x	2	-1	2	-1.8	-7	0.6	-4
C=C(C)[C@@H]1CC[C@]2(C(=O)O)CC[C@]3(C)[C@H](CC[C@@H]4[C@@]5(C)CC[C@H](O)C(C)(C)[C@@H]5CC[C@]43C)[C@@H]12	-3.0	-6	-52	-1	-6	1.1	3	0.5	-2
C=CCN1C(=O)CSC1=Nc1ccc(C(=O)O)cc1	-2.8	-10	10	1	u	0.2	-2	0.0	0
CC(C)(C)Nc1ncnc2c1cnn2-c1ccccc1	-2.6	0	6	-3	-9	0.6	3	0.4	0

(more compounds)
SMILES	FadD28 binding	PrPC TRFRET	MazF activator	Rv3671c inh	BoNT F protease	UGM FP inh	GDH-TPI inh	Mtb BioA inh	FBA Mtb inh
CC(=O)Oc1ccccc1Cn1c(C)c(C(=O)NCCC#N)sc1=O	-1.3	-2	x	x	-8	x	6	1.1	3
CC(CN1CCOCC1)c1ccccc1 (stereo not given)	-4.3	7	-6	-5	-2	-5.4	-5	x	-1
Nc1ccc(CCc2ccc(N)cc2)cc1	-3.6	1	11	-1	u	-1.7	-12	-0.7	-1
O=C(N/N=C1/CCCc2ccccc21)C(c1ccccc1)c1ccccc1	-1.9	-2	1	8	8	1.6	12	-1.2	2
Cc1cc(C)c2c(N)c(C(=O)Nc3ncc(C)s3)sc2n1	-0.6	-28	1	2	-7	1.1	20	6.8	43*
O=C(NCCCc1ccccc1)c1cccc(NC(=O)C2CC2)c1	-1.2	14	4	x	0	x	5	0.8	0
O=C(CCS(=O)(=O)c1ccccc1)Nc1ccccc1N1CCOCC1	0.1	7	8	-4	6	-0.2	4	x	0
O=C(CSc1ncn[nH]1)N1N=C2/C(=C\c3ccco3)CCCC2C1c1ccco1 (stereo not given)	-2.9	-3	-5	x	3	x	15	0.7	3
N#CC(c1ccc(Cl)nn1)c1ccc(Cl)cc1Cl (stereo not given)	-6.7	0	-4	-8	0	1.3	-1	1.5	-1
O=[N+]([O-])c1ccc2[nH]c3nc4ccccc4nc3c2c1	-0.1	5	1	-9	u	-0.3	7	1.4	2
CCC(C)c1ccc2oc(-c3ccc(NC(=O)Cn4cnc5c(=O)n(C)c(=O)n(C)c54)cc3)nc2c1 (stereo not given)	-2.5	-2	-27	-7	2	-1.9	1	-2.5	-3
CCCn1c(N)c(C(=O)CN(C)CC(=O)Nc2c(Cl)cccc2Cl)c(=O)[nH]c1=O	-1.0	-3	5	0	2	-2.3	3	-0.2	0
CCCSc1nnc(Nc2ccccc2C)s1	-0.8	0	4	-3	26	3.3	-1	0.5	4
CC(C)C1N(C(=O)CN2CCCC2)CCN1S(=O)(=O)c1ccccc1 (stereo not given)	-2.8	10	-2	-3	9	-0.8	-3	0.4	-4
O=c1cc(O)c(-c2ccc(Cl)c(Cl)c2)c(Cl)[nH]1	-1.4	-1	-1	-2	2	2.2	4	-2.3	-2
COCCNC(=O)c1c(CS(=O)(=O)c2ccccc2)noc1C(=O)NCc1ccccc1	-1.8	5	-1	-6	8	-1.6	5	-0.6	-1
C/C(=N/NC(=O)CN(c1ccccc1)S(=O)(=O)c1ccccc1)c1ccccc1O	-1.4	8	5	4	-4	2.7	3	-0.1	3
COC(=O)Nc1nnc(CCc2ccccc2)s1	-2.9	0	-2	0	-6	-5.0	-2	-1.1	0
O=C(Cn1cnc2c(NCc3ccccc3)ncnc21)NCc1ccc2[nH]ccc2c1	0.6	4	-3	x	-2	x	-2	-0.3	2
COc1ccccc1C(=O)Nc1ccc2oc(-c3ccc(F)cc3)nc2c1	0.0	-4	-5	-4	-1	0.2	14	-2.3	0
COc1cccc(N=CC=C2OC(C)(C)C(C)(C)O2)c1	-3.4	3	0	4	-4	4.5	2	x	-1
COc1cccc(C2Nc3cccc4cccc(c34)N2)c1	-0.9	-1	6	1	-6	0.9	1	x	-3
Cc1c(NC(=O)c2ccc(F)c(S(=O)(=O)N3CCOCC3)c2)c(=O)n(-c2ccccc2)n1C	0.0	-6	1	7	1	1.2	10	-2.8	6
Cc1sc2ncnc(Sc3ccccc3C(=O)O)c2c1C	-2.8	94*	5	-3	2	-0.8	-1	x	1
CC(C)(C)CC(=O)NC(=S)N1CCCCCC1	0.5	0	4	-1	3	3.1	-5	-6.7	0
CCCn1c(SCC(=O)Nc2ccccc2N2CCCCC2)nc2c1c(=O)n(C)c(=O)n2C	-3.0	0	-9	-7	-2	-0.1	7	2.8	2
Cc1cccc2[nH]c(SCC(=O)O)nc12	-2.4	-2	2	-9	-5	0.4	8	x	1
CCc1nnc(NC(=O)CSc2nc3ccccc3o2)s1	0.2	-1	-5	0	2	-1.5	1	-1.2	2
COc1ccc(C2(C)NC(=O)N(CC(=O)Nc3cccnc3Cl)C2=O)cc1 (stereo not given)	-0.2	-5	4	0	-2	-1.5	2	0.4	1
CN(C)c1cccc(C(=O)Nc2ccc3nc4n(c(=O)c3c2)CCCCC4)c1	1.1	8	3	0	-6	-0.3	0	4.6	2
CN(Cc1ccncc1)C1CC(=O)N(c2ccc(F)cc2)C1=O (stereo not given)	0.2	8	10	7	-3	-0.6	5	-3.5	1
C[C@H]1CN([C@@H](C)CO)C(=O)CCCn2nncc2CO[C@@H]1CN(C)S(=O)(=O)c1cn(C)cn1	0.2	-10	2	x	-5	x	1	-2.4&-1.7	1
COC(=O)/C(=N/Nc1ccccc1)N1CCCc2ccccc21	-2.6	15	-1	3	-6	x	34*	0.2	-2
COc1ccc(S(=O)(=O)N2CCCCC2)cc1NC(=O)CCCOc1ccccc1	-3.3	6	-12	-9	-4	-3.8	-12	-1.1	-1
O=S(=O)(c1cccc2nsnc12)N1CCN(C/C=C/c2ccccc2)CC1	-3.7	-18	-1	1	9	0.2	12	1.4	-1
Cc1ccc(S(=O)(=O)OCC(=O)Nc2ccc(C(=O)O)c(O)c2)cc1	3.0	-6	29	x	-7	x	-7	x	0
O=C(Nc1nnc(C2CC2)s1)C1CCCCC1	0.7	3	2	-8	6	-0.9	11	-0.8	-2
